TDP2 absorb = blocks human TDP2 phosphodiesterase activity; O95551; recombinant TDP2, T5PNP hydrolysis, p-nitrophenol absorbance 415 nm; inhibition, % at 12.8 µM; hit rate 0.34% among 370,000; AID 720702;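 active = inhibition above the mean of all tested compounds plus 3 SD, set per campaign, cut at about 25% in these data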;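 note: 0% = DMSO with enzyme and 100% = buffer with substrate but no TDP2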
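System – recombinant human TDP2 · Quantity – TDP2 enzyme at 120 nM final · Doses – single concentration, 12.8 µM nominal, with 1% DMSO · Incubation – 2 h at 37 °C · Measured by – epi absorbance of p-nitrophenol freed from T5PNP by hydrolysis · Read-out – % inhibition relative to enzyme-containing and enzyme-free wells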
Tn6 DDE FP = disrupts Tn6 cyclic peptide binding to fibrin D-Dimer-E complex; P02675; AID 720509; inhibition, % at 8.3 µM; Fibrin DD(E) TRITC-Tn6 fluorescence polarization displacement; hit rate 0.21% among 370,000;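 active = inhibition above a per-campaign cutoff: mean of compounds within control limits plus 3 SD, cut at about 15% in these data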;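 note: 0% = median of all compound wells on the plate and 100% = blocking peptide control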
Target sequence (P02675 whole entry, looked up): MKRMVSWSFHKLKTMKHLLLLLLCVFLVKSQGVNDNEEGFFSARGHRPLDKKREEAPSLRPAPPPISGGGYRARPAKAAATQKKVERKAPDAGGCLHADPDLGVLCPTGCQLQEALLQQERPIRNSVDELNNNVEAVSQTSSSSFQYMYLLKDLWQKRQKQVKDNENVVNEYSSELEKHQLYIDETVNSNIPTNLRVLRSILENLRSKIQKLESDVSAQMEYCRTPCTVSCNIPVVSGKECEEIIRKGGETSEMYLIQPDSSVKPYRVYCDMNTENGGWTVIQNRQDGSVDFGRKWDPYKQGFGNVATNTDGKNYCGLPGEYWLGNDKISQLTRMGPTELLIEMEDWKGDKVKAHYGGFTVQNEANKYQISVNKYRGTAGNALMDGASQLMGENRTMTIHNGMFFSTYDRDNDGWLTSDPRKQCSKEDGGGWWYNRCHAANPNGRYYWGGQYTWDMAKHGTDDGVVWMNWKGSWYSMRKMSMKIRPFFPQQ
ADAM10 inh = ADAM10 inhibition, QFRET primary screen. hit rate 0.62% among 370,000. inhibition, % at 7 µM. recombinant ADAM10, EDANS/DABCYL FRET peptide cleavage, 3 h;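 active = inhibition above a per-campaign cutoff equal to the mean of compounds falling between control-based bounds plus 3 SD, cut at about 20% in these data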;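 note: 0% = DMSO wells while the 100% control is not disclosed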
ASAP1 inh = blocks human ASAP1-stimulated Arf1 GTP hydrolysis; Q9ULH1; GDP FP detection; inhibition, % at 16.5 µM; hit rate 0.19% among 360,000; AID 624377; in the data active = inhibition above about 25%;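 note: 0% = vehicle with enzyme and substrate and 100% = no enzyme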
Target sequence (Q9ULH1 325-724 limits assumed): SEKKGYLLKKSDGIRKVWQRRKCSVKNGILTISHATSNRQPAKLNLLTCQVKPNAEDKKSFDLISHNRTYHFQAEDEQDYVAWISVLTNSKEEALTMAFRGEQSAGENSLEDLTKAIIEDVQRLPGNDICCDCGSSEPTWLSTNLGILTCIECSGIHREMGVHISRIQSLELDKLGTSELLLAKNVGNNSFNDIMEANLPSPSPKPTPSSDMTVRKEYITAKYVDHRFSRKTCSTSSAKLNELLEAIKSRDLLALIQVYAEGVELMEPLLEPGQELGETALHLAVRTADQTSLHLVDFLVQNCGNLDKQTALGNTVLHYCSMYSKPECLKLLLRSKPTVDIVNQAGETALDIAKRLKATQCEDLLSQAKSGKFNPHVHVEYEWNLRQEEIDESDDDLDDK
ARFGAP1 inhibitor = rat ARFGAP1 inhibition. inhibition, % at 16.5 µM. AID 651572. Arfgap1-stimulated ARF1 GTP hydrolysis, GDP FP detection. Q62848. hit rate 0.26% among 360,000;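 active = inhibition above a per-plate limit, mean inhibition of low control wells plus 3 SD, cut at about 25% in these data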;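 note: 0% = DMSO wells with enzyme and 100% = wells lacking Arfgap1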
Target sequence (Q62848 1-136 limits assumed): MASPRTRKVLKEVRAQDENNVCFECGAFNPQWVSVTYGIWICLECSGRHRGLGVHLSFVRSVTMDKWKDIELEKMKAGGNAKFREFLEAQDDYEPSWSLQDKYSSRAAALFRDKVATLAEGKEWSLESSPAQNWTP
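Material – truncated rat Arfgap1 GAP domain · Buffer or medium – HEPES-based buffer, pH 7.5 · Reagent – human ARF1(Δ1-17)-GTP substrate · Dosing – 16.5 µM single point, 1.26% DMSO · Schedule – GTP hydrolysis reaction 2 h at 25 °C · Technique – GDP detection by fluorescence polarization · Benchmarks – No-Arfgap1 wells (100%) versus DMSO full-reaction wells (0%) · Repeats – single replicate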
PLCb3 inh = PLC-beta3 (human) inhibition, primary screen | Q01970 | Purified PLC-beta3, fluorogenic substrate, fluorescence | inhibition, % at 12.2 µM | hit rate 0.18% among 370,000; in the data active = inhibition above about 11%;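 note: 0% = median of compound wells on plate and 100% = full blocker control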
SIAE inh = human SIAE inhibition, primary screen | Q9HAT2 | SIAE FP-Rh probe binding, fluorescence polarization | inhibition, % at 9.66 µM | hit rate 0.69% among 370,000;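 active = inhibition above a cutoff: mean of compounds within the control limits plus 3 SD of those, cut at about 17% in these data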;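 note: 0% = plate median of compound wells and 100% = probe without SIAE protein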
ADAM17 inh = inhibitors of human ADAM17; P78536; recombinant ADAM17, EDANS/DABCYL FRET peptide cleavage; inhibition, % at 6.95 µM; hit rate 0.83% among 370,000;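 active = inhibition above the mean of compounds lying between control limits plus 3 SD, set per campaign, cut at about 8.5% in these data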;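 note: 0% = DMSO-only wells as the low control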
PLCg1 inh = inhibitors of human phospholipase C gamma1. P19174. purified PLC-gamma1, fluorogenic substrate, fluorescence. inhibition, % at 12.2 µM. hit rate 0.84% among 370,000; in the data active = inhibition above about 9.5%
Tn7 DDE FP = DD(E)-Tn7 binding inhibition, primary FP screen; FP displacement of FITC-Tn7 peptide from fibrin DD(E); 0% = median of compound wells per plate; inhibition, % at 8.3 µM; hit rate 0.13% among 370,000;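 active = inhibition above the mean of compounds falling within the control limits plus 3 SD of them, cut at about 14% in these data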;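 note: 0% = plate median of compound wells and 100% = 10 µM Aha-Tn7 peptide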
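Assay system: human fibrin DD(E). Input: DD(E) 2 µM final. Medium: Tris buffer with calcium and detergent, pH 7.8. Compound dosing: single point at 8.3 µM. Timing: 10 min plus 3 h, room temperature. Technique: fluorescence polarization of the labelled Tn7 tracer. Read-out: percent inhibition. Replicates: singlicate testing.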
Active calls of the source: *; i = inactive; x = no result given. Random draw from the library; any-hit rate near 3.6%.

No.	ADAM17 inh	PLCg1 inh	Tn7 DDE FP	ARFGAP1 inhibitor	SIAE inh	PLCb3 inh	Tn6 DDE FP	ADAM10 inh	TDP2 absorb	ASAP1 inh	molecule
1	-3	-1	7	-13	3	-2	-2	-8	13	8	N/C(=N/OCC(=O)Nc1cccc2ccccc12)c1nonc1N
2	1	-4	-4	0	-5	2	3	-2	-2	0	O=C(CSc1nnc(C2COc3ccccc3O2)o1)Nc1ccc(F)cc1Cl (stereo not drawn)
3	2	1	-2	8	-9	-3	-5	-8	1	-9	Cn1cc(C(=O)N2CCc3ccccc3C2)c(=O)c2cc(S(=O)(=O)N3CCOCC3)ccc21
4	-2	-3	1	-2	-2	-1	8	-3	1	-2	O=[N+]([O-])c1ccc(OCCCn2cncn2)cc1
5	2	-1	-8	0	-10	-4	3	0	-3	-4	CCc1ccc(OCC(=O)N/N=C/c2cc([N+](=O)[O-])ccc2N2CCOCC2)cc1
6	-1	-1	0	x	0	0	1	3	13	x	CCOC(=O)N1CCN(C(=O)C[C@H]2C[C@@]3(C(=O)OCC)CCCC4=C3N(CCC4)C2=O)CC1
7	3	-5	0	-11	1	-5	2	-2	9	-8	O=C(COC(=O)CNS(=O)(=O)c1cccc(F)c1)NCCc1ccccc1
8	-5	2	3	3	1	-1	8	-4	7	-13	Cc1cccc(NC(=O)c2ccc([N+](=O)[O-])o2)n1
9	3	0	1	4	1	-8	-6	-9	3	6	O=C1CCC(C(=O)N2CCCCCC2)CN1CCc1ccc(Cl)cc1 (stereo not drawn)
10	-2	-1	-4	-5	-1	-3	-5	-17	-1	-2	CCOC(=O)C1=C(C)NC(=O)NC1c1c(O)ccc2ccccc12 (stereo not drawn)
11	-3	-1	1	2	9	-2	-2	-4	-1	-21	CN(C)c1ccc(NC(=O)Nc2ccc3snnc3c2)cc1
12	i	i	6	3	-4	i	2	i	1	8	NS(=O)(=O)c1ccc(N2N=C(c3ccccc3)CC2c2ccc(Br)cc2)cc1 (stereo not drawn)
13	-2	2	-10	-3	2	-4	6	-6	0	5	CN(CCO)c1ccc(-c2nn(C)c(=O)c3ccccc23)cc1[N+](=O)[O-]
14	-4	1	-2	-2	-5	-18	-5	-1	-7	-2	CSc1cccc(NC(=O)CN(c2ccccc2)S(=O)(=O)N(C)C)c1
15	0	1	3	0	-2	-3	5	-3	-9	2	O=C(COc1coc(CN2CCc3ccccc3C2)cc1=O)Nc1cccc([N+](=O)[O-])c1

Single values from the results shown:
Under ADAM17 inh, entry 13 has the entry -2
Under Tn6 DDE FP, entry 12 has the entry 2
Under ADAM10 inh, entry 4 has the entry -3
Under PLCb3 inh, entry 15 has the entry -3

Given as a markdown table: entries from further up
| cpd | compound | ADAM17 inh | PLCg1 inh | Tn7 DDE FP | ARFGAP1 inhibitor | SIAE inh | PLCb3 inh | Tn6 DDE FP | ADAM10 inh | TDP2 absorb | ASAP1 inh |
| --- | --- | --- | --- | --- | --- | --- | --- | --- | --- | --- | --- |
| 6 | CCOC(=O)N1CCN(C(=O)C[C@H]2C[C@@]3(C(=O)OCC)CCCC4=C3N(CCC4)C2=O)CC1 | -1 | -1 | 0 | x | 0 | 0 | 1 | 3 | 13 | x |
| 7 | O=C(COC(=O)CNS(=O)(=O)c1cccc(F)c1)NCCc1ccccc1 | 3 | -5 | 0 | -11 | 1 | -5 | 2 | -2 | 9 | -8 |
| 8 | Cc1cccc(NC(=O)c2ccc([N+](=O)[O-])o2)n1 | -5 | 2 | 3 | 3 | 1 | -1 | 8 | -4 | 7 | -13 |
| 9 | O=C1CCC(C(=O)N2CCCCCC2)CN1CCc1ccc(Cl)cc1 (stereo not drawn) | 3 | 0 | 1 | 4 | 1 | -8 | -6 | -9 | 3 | 6 |
| 10 | CCOC(=O)C1=C(C)NC(=O)NC1c1c(O)ccc2ccccc12 (stereo not drawn) | -2 | -1 | -4 | -5 | -1 | -3 | -5 | -17 | -1 | -2 |

Ordered by heavy-atom count (lowest first): 3 of the compounds above
No.	ADAM17 inh	PLCg1 inh	Tn7 DDE FP	ARFGAP1 inhibitor	SIAE inh	PLCb3 inh	Tn6 DDE FP	ADAM10 inh	TDP2 absorb	ASAP1 inh	molecule
4	-2	-3	1	-2	-2	-1	8	-3	1	-2	O=[N+]([O-])c1ccc(OCCCn2cncn2)cc1
11	-3	-1	1	2	9	-2	-2	-4	-1	-21	CN(C)c1ccc(NC(=O)Nc2ccc3snnc3c2)cc1
5	2	-1	-8	0	-10	-4	3	0	-3	-4	CCc1ccc(OCC(=O)N/N=C/c2cc([N+](=O)[O-])ccc2N2CCOCC2)cc1

(next part)
No.	ADAM17 inh	PLCg1 inh	Tn7 DDE FP	ARFGAP1 inhibitor	SIAE inh	PLCb3 inh	Tn6 DDE FP	ADAM10 inh	TDP2 absorb	ASAP1 inh	molecule
16	0	-3	2	13	4	-10	3	5	-4	2	CC(=O)Nc1ccc(C2NC(=O)CCC2[N+](=O)[O-])cc1 (stereo not drawn)
17	-3	0	-2	5	3	1	6	-5	11	-4	CCc1ccccc1NC1=NCC(=O)N1Cc1ccccc1
18	-6	3	7	9	3	-9	3	-4	5	0	O=C(CCNC(=O)c1ccccc1Cl)Nc1nc2ccc(F)cc2s1
19	0	1	-11	-10	-1	-6	12	-5	15	10	COc1ccc(CNC(=O)CN(Cc2ccco2)C(=O)CNS(=O)(=O)c2ccc(C)cc2)cc1
20	1	3	-3	-12	1	6	-1	1	-7	-5	C=CCn1c(SCC(=O)N2CCc3ccccc3C2)nc2sc(C)cc2c1=O
21	-3	0	5	4	2	4	0	0	-2	5	COC(=O)[C@]12CCCCC=C1N(Cc1ccc3c(c1)OCO3)C(=O)[C@H](CC(=O)NCc1ccc(OC)c(OC)c1)C2
22	-2	0	-4	12	2	-1	-9	-7	-8	0	CCCc1cc(=O)[nH]c(SCC(=O)NC2CC2)n1
23	-96	-272	-2	5	-2	-345	2	-275	-1	-6	COc1ccc2c3c(c(=O)oc2c1OCC(=O)C(C)(C)C)CCCC3
24	-16	-102	4	0	15	-152	-1	-55	-14	-8	CCOC(=O)CC(=O)CSc1ccc2nnc(-c3ccccc3)n2n1
25	1	1	-3	1	1	2	5	-1	-11	-4	CCN(CC)C(=S)NC(=O)c1ccc(F)cc1
26	1	3	-6	6	1	1	2	2	-13	19	Cc1cc(C)cc(NC(=S)/C(=C(\[O-])c2ccc(Cl)s2)[n+]2cccc(C)c2)c1
27	-4	-3	-5	8	-4	-3	3	-5	10	-11	O=C(Nc1cccc(S(=O)(=O)N2CCCC2)c1)c1ccc(Cl)nc1
28	-1	1	-2	-13	-6	1	7	5	-4	2	Cc1ccc(NC(=O)CSc2nc3nc(C)cc(C)c3c(=O)[nH]2)cc1
29	-2	0	-8	1	-1	-1	-7	0	11	8	CCOC(=O)[C@H]1[C@H]2COc3ccc(Cl)cc3[C@@H]2N2C(=O)CN(Cc3ccco3)C(=O)[C@@]12C
30	-57	-23	12	1	-1	-24	3	-209	12	-9	CCC(=O)N(Cc1cc2cc(OC)ccc2[nH]c1=O)c1ccc(C)cc1C
31	-1	-1	4	2	-2	-1	10	-9	0	-7	NS(=O)(=O)c1ccc(NC(=O)COC(=O)COc2ccccc2)cc1
32	-5	-3	-5	12	13	1	-2	-5	10	0	CCOc1ccccc1NC(=O)/C=C/C(N)=O
33	0	1	6	-1	-12	4	-1	-5	4	1	O=C(c1cnc2sccn2c1=O)N1CCCc2ccccc21
34	0	0	2	-7	1	-28	6	5	13	0	COc1ccc(-c2nnc3ccc(SCC(=O)Nc4cc(C)on4)nn23)cc1OC
35	-2	6	-1	6	1	-5	-2	-9	-8	1	CCCN(CCC)C(=O)c1oc2ccccc2c1NC(=O)Cc1cccc(OC)c1
36	-1	5	-12	5	3	3	2	4	-6	3	O=C(COc1ccccc1)NC(=S)Nc1ccc2c(c1)Cc1ccccc1-2
37	-1	-3	1	x	3	-2	5	0	-4	x	CCCCCCCCN1C(=O)[C@@H](CC(=O)N2CCCCC2)C[C@@]2(C(=O)OC)C1=C[C@H](COCc1ccccc1)O[C@@H]2C
38	-4	-2	0	1	7	-4	-2	-5	5	0	O=C(Nc1nnc(SCc2ccccc2Cl)s1)c1cccc([N+](=O)[O-])c1
39	-2	-9	-2	5	-15	-13	4	0	-7	7	Cc1ccc(-c2cc(C(=O)Nc3sc4c(c3C(=O)NCc3ccco3)CCC4)[nH]n2)c(O)c1
40	2	-2	-4	8	-3	-6	7	-7	-14	0	Cc1nnnn1/C(=C\c1ccccc1)C(=O)OCC(=O)NC(C)(C)C
41	0	0	-2	5	1	1	-6	-15	-3	8	COc1ccc(C2(CNC(C)=O)CCOCC2)cc1OC
42	-3	-4	1	-6	3	-3	-4	-2	11	19	CC(=O)C[C@H]1c2cc(F)ccc2S(=O)(=O)N1c1ccc(N(C)C)cc1
43	-5	-12	5	10	-1	-14	-5	-3	10	3	Cc1cccc(N2C(=O)C(Cl)=C(Nc3c(C)n(C)n(-c4ccccc4)c3=O)C2=O)c1C
44	-1	2	-6	-2	-5	-2	-8	3	-9	6	CC1(C)CC(NS(=O)(=O)c2ccc(F)cc2)CC(C)(C)N1
45	-1	3	0	10	-1	-4	-1	-8	2	11	Cc1ccc2[nH]c(=O)c(CN(CCCN(C)C)C(=O)Nc3ccc(F)cc3)cc2c1
46	-2	1	1	2	-1	2	-5	0	1	9	COC(=O)c1ccc(CSc2nnc(NC(C)C)s2)cc1
47	-1	1	-1	6	6	4	3	12	5	8	CCOc1ccc(NC(=O)NCCCn2c(C)nc3cc(C)c(C)cc32)cc1
48	-1	1	-1	-6	2	-3	-2	1	-1	-4	C=CCn1c(CSCc2ccc(Cl)cc2Cl)nnc1SCC(=O)Nc1ccc(C(=O)O)cc1

From PubChem
